# Bioassay records as filed in PubChem.
# ALOX12 inh: blocks human arachidonate 12S-lipoxygenase; 580,000 tested, 1.1% active; purified 12hLO, xylenol orange hydroperoxide absorbance; Potency, µM (highest dose often 108 µM), for the others: at the highest dose activity change, negative = inhibition, hits mostly inhibitors; P18054; further: on the % scale 0 is the no-effect control and ±100 the full control effect
#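 Hydroperoxide product was detected by ferrous iron/xylenol orange as the 573 to 405 nm absorbance ratio. Arachidonic acid at 40 uM (final) was turned over for 30 min at room temperature by 150 nM human 12hLO, pH 7.0 Hepes buffer, after 15 min compound preincubation.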
# TrxR1 inh: blocks rat thioredoxin reductase 1; recombinant rTrxR1, NADPH fluorescence consumption, selenite substrate; Potency, µM (top dose mostly 114 µM), for the others: at the highest dose activity change, negative = inhibition, hits mostly inhibitors; 390,000 tested, 1% active; further: on the % scale 0 is the no-effect control and ±100 the full control effect; nearly all actives have a fitted effect of over 65% in size
#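 Rat TrxR1 (90 nM in the dispensed reagent) was pre-reduced with 400 uM NADPH for 5 min at room temperature, then incubated with compound for 15 min. After 400 uM selenite was added, NADPH fluorescence (Ex 340/Em 450 nm) was followed for 8 min.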
# RXFP1 agonist: activates the human relaxin receptor RXFP1; Q9HBX9; HEK293T-RXFP1 cAMP TR-FRET, 30 min; response scale: percent of porcine relaxin response, buffer zero; 370,000 tested, 0.3% active; Potency, µM (series often up to 57.5 µM), inactives show at the highest dose activation, usual class: activators; AID 2676; further: on the % scale 0 is the no-effect control and ±100 the full control effect; nearly all actives have a fitted effect of over 60% in size; many of its hits are not listed in these tables
#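 HEK293T cells stably expressing RXFP1 were pretreated with the PDE4 inhibitor Ro 20174, exposed to compounds for 30 min at 37C, lysed, and cAMP was read by TR-FRET. Data normalized to buffer (basal) and 29 nM porcine relaxin (100%).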
# Vif-APOBEC3G blk: Vif-A3G binding inhibition; Q9HC16; HeLa A3G-eYFP + Vif (tagged APOBEC3G with the HIV-1 protein that degrades it), YFP fluorescence, overnight; Potency, µM (highest dose often 46.1 µM), for the others: at the highest dose activity, negative = active, hits mostly inhibitors; 410,000 tested, 0.076% active; AID 602310;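 further: on the % scale 0 is the no-effect control and ±100 the full control effect; nearly all actives have a fitted effect of over 60% in size; hits raise eYFP signal because A3G escapes Vif-driven loss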
#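 Read-out is eYFP fluorescence (Ex 488/Em 500-530) from Vif-expressing HeLa A3G-eYFP cells; more signal means A3G escaped Vif-mediated degradation. Cells plated overnight, compound pinned in, incubated overnight at 37 deg C.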
# mIDH1 inhibitor: inhibitors of human mutant IDH1 R132H; IDH1-R132H enzyme, NADPH consumption, diaphorase/resazurin fluorescence; 390,000 tested, 0.093% active; Potency, µM (titrated, usually from 76.6 µM), for inactives: at the top dose activity change, negative = inhibition, most hits filed as inhibitors; further: on the % scale 0 is the no-effect control and ±100 the full control effect; nearly all actives have a fitted effect of over 65% in size
#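 IDH1-R132H (0.5 ug/mL) preincubated 30 min with compound, then NADPH (0.016 mM) and alpha-KG (2 mM) added; 80 min at RT, pH 7.5. Remaining NADPH coupled via diaphorase/resazurin to fluorescence (540/590 nm); concentration-response curves normalized to no-enzyme control.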
# Vif-APOBEC3F blk: Vif-A3F binding inhibition; 390,000 tested, 0.2% active; HeLa A3F-eYFP + Vif (tagged APOBEC3F with the HIV-1 protein that degrades it), YFP fluorescence increase; Potency, µM (titrated, usually from 46.1 µM), for inactives: at the top dose activity, negative = active; further: % of control where 0% means no effect; nearly all actives have a fitted effect of over 65% in size
#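 Fluorescence increase (Ex 488/Em 500-530) after overnight compound treatment at 37 deg C flags inhibition of Vif-driven A3F-eYFP loss in stable HeLa A3F-eYFP/Vif cells seeded overnight beforehand.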
# USP1-UAF1 inh: blocks the human USP1/UAF1 deubiquitinase complex. O94782. recombinant USP1/UAF1, Ub-Rhodamine cleavage fluorescence. Potency, µM (highest dose often 57.1 µM), without a hit: top-dose activity change, negative = inhibition, usual class: inhibitors. 390,000 tested, 0.23% active. AID 743255; further: on the % scale 0 is the no-effect control and ±100 the full control effect; nearly all actives have a fitted effect of over 60% in size; inactives centre near -12
# Target sequence (O94782 whole entry, looked up): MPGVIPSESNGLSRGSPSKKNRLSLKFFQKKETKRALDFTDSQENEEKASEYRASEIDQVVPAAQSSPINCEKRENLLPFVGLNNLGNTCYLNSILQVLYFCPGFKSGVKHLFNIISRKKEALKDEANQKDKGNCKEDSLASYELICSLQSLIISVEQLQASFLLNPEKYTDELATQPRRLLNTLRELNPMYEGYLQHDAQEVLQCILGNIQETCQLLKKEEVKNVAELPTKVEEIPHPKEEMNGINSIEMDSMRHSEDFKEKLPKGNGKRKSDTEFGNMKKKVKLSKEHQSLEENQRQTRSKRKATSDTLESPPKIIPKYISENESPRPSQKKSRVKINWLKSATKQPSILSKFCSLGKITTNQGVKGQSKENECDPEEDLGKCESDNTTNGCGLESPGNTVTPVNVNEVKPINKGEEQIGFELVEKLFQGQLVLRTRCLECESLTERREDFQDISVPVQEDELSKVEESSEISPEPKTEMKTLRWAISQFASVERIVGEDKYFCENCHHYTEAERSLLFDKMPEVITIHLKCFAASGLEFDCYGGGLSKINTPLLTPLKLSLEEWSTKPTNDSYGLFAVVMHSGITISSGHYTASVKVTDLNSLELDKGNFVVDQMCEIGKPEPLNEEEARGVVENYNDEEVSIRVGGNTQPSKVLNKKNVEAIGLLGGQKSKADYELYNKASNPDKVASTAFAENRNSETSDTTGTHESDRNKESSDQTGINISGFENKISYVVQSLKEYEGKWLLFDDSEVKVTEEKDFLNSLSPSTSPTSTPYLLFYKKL
#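 High-throughput fluorogenic screen: 1nM USP1/UAF1 complex, Ub-Rho substrate 150nM final, 50mM HEPES pH 7.8 with 0.5mM EDTA, 0.1 mg/ml BSA, 1mM TCEP and 0.01% Tween-20.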
# RGS4 inhibitor: inhibitors of human regulator of G protein signaling 4. P49798. 390,000 tested, 0.039% active. Potency, µM (highest dose often 114 µM), inactives show at the highest dose activity change, negative = inhibition, hits mostly inhibitors. Transcreener GDP fluorescence polarization, RGS4-accelerated GTP hydrolysis. AID 504845; further: on the % scale 0 is the no-effect control and ±100 the full control effect; nearly all actives have a fitted effect of over 75% in size; some results filed as inactive show a strong effect at the top dose
# Target sequence (P49798 whole entry, looked up): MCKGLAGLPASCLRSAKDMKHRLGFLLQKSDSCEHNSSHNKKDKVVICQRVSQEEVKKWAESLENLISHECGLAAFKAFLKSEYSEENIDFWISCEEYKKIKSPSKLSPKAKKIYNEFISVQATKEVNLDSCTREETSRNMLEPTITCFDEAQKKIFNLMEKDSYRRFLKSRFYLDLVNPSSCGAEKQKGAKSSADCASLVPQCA
#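 MLSMR compounds (23 nl, pin-transferred) preincubated 10 min at room temperature with a 500nM (2x) first reagent, then RGS4 at 900nM (2x) plus Transcreener GDP mix added; fluorescence polarization (620/688 nm) read before and after 90 min at 30 °C.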
# TrxR1 substrate: rat thioredoxin reductase 1 substrate activity; Potency, µM (doses to about 114 µM), for inactives: at the highest dose activity change, negative = substrate turnover; AID 588456; purified TrxR1 substrate turnover, NADPH consumption readout; 390,000 tested, 0.01% active; further: on the % scale 0 is the no-effect control and ±100 the full control effect; nearly all actives have a fitted effect of over 50% in size
#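 Rat TrxR1, dispensed at 90 nM, was prereduced with 400 uM NADPH (final) for 5 min at ~22 deg C, then incubated with compound 15 min before 400 uM selenite. A first-read NADPH fluorescence drop versus no-compound background flagged substrates.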
# Numbers without * were called inactive; ? = inconclusive; . = no result given; [ ] = another dose, or the depositor's remark. The call rests on the fitted dose curve; in most records, active means well fitted curve in the direction sought with a large enough effect; inconclusive means small, poorly fitted or top-dose-only effect, or another doubt; inactive means no such curve, though single readings can be large; an effect the other way counts as inactive or inconclusive. Potency means the concentration at half of the fitted maximal effect. Only part of the results is shown. The share of hits here may be higher or lower than overall.
# Start of the data: the first three compounds as a preview:
SMILES,ALOX12 inh,TrxR1 inh,RXFP1 agonist,Vif-APOBEC3G blk,mIDH1 inhibitor,Vif-APOBEC3F blk,USP1-UAF1 inh,RGS4 inhibitor,TrxR1 substrate
CC(C)(C)OC(=O)N1CCC(c2c(C(=O)N3CCN(c4ccc(Cl)cc4)CC3)cnn2-c2ccc(F)cc2F)CC1,-14%,1%,0.2%,5%,3%,0%,-10%,-2%,-4%
Nc1ncn(C23CC4CC(CC(C4)C2)C3)n1,13%,19%[57.1 µM],0.9%,0%,7%,-3%,0%,10%,6%[57.1 µM]
Cc1ccc(C)c(Cn2c(C(=O)OC(C)C)cc3c2ccn3C)c1,14%,-9%,0.1%,-9%,5%,-1%,-17%,-23%,-4%

# All compounds of this part, from the first entry:
SMILES,ALOX12 inh,TrxR1 inh,RXFP1 agonist,Vif-APOBEC3G blk,mIDH1 inhibitor,Vif-APOBEC3F blk,USP1-UAF1 inh,RGS4 inhibitor,TrxR1 substrate
CC(C)(C)OC(=O)N1CCC(c2c(C(=O)N3CCN(c4ccc(Cl)cc4)CC3)cnn2-c2ccc(F)cc2F)CC1,-14%,1%,0.2%,5%,3%,0%,-10%,-2%,-4%
Nc1ncn(C23CC4CC(CC(C4)C2)C3)n1,13%,19%[57.1 µM],0.9%,0%,7%,-3%,0%,10%,6%[57.1 µM]
Cc1ccc(C)c(Cn2c(C(=O)OC(C)C)cc3c2ccn3C)c1,14%,-9%,0.1%,-9%,5%,-1%,-17%,-23%,-4%
CCOC(=O)c1c(-c2ccc(OC)cc2)oc2ccc(OCc3ccc(C(=O)OC)cc3)cc12,-15%,339%[activator],23%,2%,-6%,-5%,-22%,-16%,509%[activator]
Cc1nn(C)cc1C(C(=O)NC1CCCCC1)N(C(=O)Cc1cccs1)c1ccc(C(C)C)cc1 (stereo not given),-6%,2%,-1.6%,-10%,6%,2%,-17%,-7%,4%[57.1 µM]
CCOC(=O)[C@H]1[C@H]2COc3ccc(Cl)cc3[C@@H]2N2C(=O)[C@H](C)NC(=O)[C@@]12C,.,-12%,.,3%,-4%,2%,0%,6%,3%
COc1cc(C(=O)NCc2cc3ccccc3n2C)cc(OC)c1OC,10%,21%,-2.7%,-5%,8%,-1%,-28%,27%,3%
Cc1ccc(-n2ncc3c(N4CCCCCC4)ncnc32)cc1C,?,9%[57.1 µM],3.1%,-7%,-11%,1%,-17%,13%,-3%[57.1 µM]
CC(=O)Nc1cc(C)c2nc(NC(C)=O)sc2c1,10%,5%,-2.3%,-5%,5%,4%,-7%,-8%,1%
Cc1ccc([C@H]2C(C(=O)O)=CC[C@@H](c3cccs3)N2S(=O)(=O)c2ccc(C)cc2)cc1,-3%,14%,.,-6%,13%,-3%,-13%,-14%,-2%
CCS(=O)(=O)c1cc([N+](=O)[O-])c(Sc2ccccc2N)s1,0%,?,3.6%,-2%,0%,-7%,-10%,?,-20%[57.1 µM]
Cc1ccc(SC[C@H](c2ccccc2)N2CCN(CC(C)C)CCC2=O)cc1,10%,-6%,-3.4%,-5%,-1%,-2%,-21%,21%,1%
COc1cc2c(C)nc3c(c(C)nn3-c3ccccc3)c2cc1OC,9%,21%[57.1 µM],6.0%,0%,1%,-14%,-16%,-18%,4%[57.1 µM]
N#Cc1cc(S(=O)(=O)c2ccc(Cl)cc2)c(N)[nH]c1=O,-1%,-4%,0.5%,-11%,-9%,-8%,4%,2%,-1%
CC(=O)/C=C/n1c(=S)oc2ccccc21,-3%,3.2µM*,3.0%,0%,4%,4%,-10%,-38%,-3%[57.1 µM]
O=C(N/N=C/c1cccnc1)c1ccc2c(c1)OCCO2,3%,-1%,-4.2%,3%,-7%,?,-13%,-17%,-3%
COC(=O)C(Cc1c[nH]c2ccccc12)NC(=O)c1ccccc1Br (stereo not given),0%,18%,-0.1%,-3%,-5%,0%,-9%,4%,-2%
Cc1cc(C)nc(OC(C(=O)O)C(OCCC(C)C)(c2ccccc2)c2ccccc2)n1 (stereo not given),?,12%,0.8%,-9%,-6%,-6%,-11%,1%,-5%
Cc1ccc(C(=O)CCC(=O)NCc2ccccc2)cc1,2%,41%,2.1%,4%,7%,4%,-6%,17%,6%
Nc1nc(SCC(=O)NCC2CCCO2)[nH]c(=O)c1NC(=O)c1ccco1 (stereo not given),27%,18%[57.1 µM],-2.7%,5%,0%,0%,-24%,16%,9%[57.1 µM]
COc1cccc2cc(-c3nnc(Nc4ccccc4C)s3)c(=O)oc12,8%,19%[57.1 µM],1.5%,0%,7%,?,-19%,-2%,1%[57.1 µM]
Cc1onc(-c2c(Cl)cccc2Cl)c1C(=O)N1C=CC(C(F)(F)F)=NCC1,0%,3%,2.4%,3%,0%,-9%,-5%,-13%,3%
O=C(Nc1ccc(Cl)cc1)c1cc2nc(-c3ccco3)cc(C(F)(F)F)n2n1,0%,-7%[57.1 µM],3.0%,-5%,-9%,-24%,0%,34%,13%[57.1 µM]
CCN(CC(=O)Nc1ccccc1C(F)(F)F)C(=O)CCc1nc2ccccc2c(=O)[nH]1,470%[activator],20%,-0.5%,-6%,-8%,-5%,-12%,20%,-3%
Cc1nn(CCCC(=O)NC2CCC(C)CC2)c(=O)c2nn(-c3ccccc3)c(C)c12 (stereo not given),-2%,22%[57.1 µM],1.1%,0%,0%,1%,-10%,5%[56.9 µM],1%[57.1 µM]
Cn1c(CNc2nc3ccccc3n2CCN2CCCCC2)nc2ccccc21,0%,33%[57.1 µM],2.2%,2%,1%,4%,-10%,12%,4%[57.1 µM]
CCOc1ccc(NC(=O)CC2C(=O)N(C)C(=S)N2Cc2ccco2)cc1 (stereo not given),0%,14%,0.2%,0%,2%,-1%,-3%,2%,1%
CC1=NN(C(=O)Cc2ccc([N+](=O)[O-])cc2)C(O)(c2cccnc2)C1 (stereo not given),5%,17%[57.1 µM],3.4%,2%,0%,-2%,1%,16%,7%[57.1 µM]
CCOC(=O)c1[nH]c(C)c(CN(Cc2ccco2)C(=O)C(F)(F)F)c1C,0%,-15%,0.7%,-12%,11%,-3%,-20%,-20%,-12%
Cc1[nH]c2ccccc2c1/C=N/NC(=O)CNC(=O)c1ccccc1,134%[activator],3%,-1.0%,-8%,6%,4%,-16%,-12%,-2%
Cc1ccc(-c2nnc(SCC#CCOC(=O)c3ccco3)o2)cc1,?,-9%,-0.2%,5%,7%,-1%,-3%,-15%,-6%
Cc1cc(NC(=O)c2cc(C3CC3)on2)no1,24%,14%,-0.9%,-3%,-5%,-1%,-3%,-14%,5%[57.1 µM]
CNS(=O)(=O)c1cccc(C(=O)OCC(=O)N2c3ccccc3CC2C)c1 (stereo not given),15%,4%,1.2%,0%,-4%,.,-1%,10%,1%
CC(C)(C)c1ccc(C(=O)NCC(=O)OCC(=O)N2CCCC2)cc1,6%,5%,-0.1%,0%,-24%,9%,-9%,23%,-1%
CCN(CC)S(=O)(=O)c1ccc(C2=NOC3(C2)N(C)c2ccccc2C3(C)C)cc1 (stereo not given),-5%,3%[57.1 µM],1.2%,1%,-3%,4%,-23%,-12%,-1%[57.1 µM]
O=C(C1COc2ccccc2O1)N1CCN(c2ccc(C(F)(F)F)cn2)CC1 (stereo not given),15%,14%,.,0%,4%,-3%,-25%,-31%,11%
CC(C)CC(C)N1CCC(n2nccc2NC(=O)CCc2ccccc2)CC1 (stereo not given),-2%,40%,1.1%,-2%,0%,-2%,-11%,-2%,6%
N#CCc1ccc(OC(=O)c2cccnc2Cl)cc1,119%[activator],31%,.,-6%,19%,-3%,-12%,2%,103%[activator]
COc1ccc(C2=NS(=O)(=O)N(C)C(C(=O)N3C(C)CCCC3C)=C2)cc1 (stereo not given),-14%,11%[57.1 µM],0.1%,1%,-17%,0%,-14%,14%,-12%
CCOc1ccccc1NC(=O)C1Cc2ccccc2CN1S(C)(=O)=O (stereo not given),0%,11%[57.1 µM],-2.4%,-1%,6%,-3%,-15%,10%,-3%[57.1 µM]
Cc1ccccc1NC(=O)c1c(NC(=O)c2ccccc2)sc2c1CCC2,-12%,-5%,7.7%,.,.,.,-22%,-7%,5%
O=C(COc1ccc2c3c(c(=O)oc2c1)CCC3)N[C@@H](CSCc1ccccc1)C(=O)O,-10%,0%,0.3%,0%,-9%,-2%,-3%,17%,12%
O=C(COC(=O)c1ccc(S(=O)(=O)NCc2ccco2)cc1)NCc1ccccc1,-6%,18%[57.1 µM],.,0%,-5%,3%,-2%,3%,11%[57.1 µM]
CCCCNC(=O)c1onc(CSc2ccc(OC)cc2)c1C(=O)O,?,0%,-0.3%,-16%,-6%[38.3 µM],4%,-21%,-48%,-1%
CN(C(=O)COc1ccccc1)c1nc(-c2ccc(F)cc2)cs1,-1%,-9%,15%,0%,16%,8%,2%,18%,-4%
CNC(=O)/C(C#N)=C\c1cc(C)n(-c2ccc(N3CCOCC3)cc2)c1C,-6%,5%[57.1 µM],5.9%,4%,5%,-17%,-24%,-7%,-2%[57.1 µM]
CCOC(=O)CSc1ccc(S(=O)(=O)N2CCC(C)CC2)cc1[N+](=O)[O-],-16%,3%,0.9%,1%,4%,9%,-1%,1%,-5%
